VIM-2 inhibitor: inhibitors of Pseudomonas aeruginosa VIM-2 metallo-beta-lactamase; hit rate 0.89% among 290,000; AID 1527; purified VIM-2, nitrocefin hydrolysis, epi-absorbance fluorescence; inhibition, % at 5.6 µM;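 active = inhibition above the mean of all tested compounds plus 3 SD, cutoff set per screening run, cut at about 7.5% in these data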;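 note: red hydrolysis product quenches plate fluorescence so inhibitors raise well fluorescence; 0% = enzyme with DMSO and 100% = DMSO without enzyme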
M18AAP inhibitor: blocks P. falciparum M18 aspartyl aminopeptidase; recombinant PfM18AAP, H-Glu-NHMec fluorogenic cleavage; inhibition, % at 7.35 µM; hit rate 1.2% among 290,000;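 active = inhibition above the campaign mean inhibition over all tested compounds plus 3 SD, cut at about 28% in these data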;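 note: 0% = plate median of test compound wells and 100% = 2 mM ZnCl2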
MEKK2 WT-MEK5: raises or lowers MEK5 binding to wildtype human MEKK2 PB1 domain; hit rate 1.1% among 290,000; bead flow cytometry, Alexa488-MEK5 binding to MEKK2 WT; actives lie on both sides; binding response (% of control), % at 10 µM; Q9Y2U5; AID 1531; in the data active = binding response below about 67% or above about 130%
NALP1 inh: inhibitors of NALP1 inflammasome in yeast; inhibition, % at 10 µM; S. cerevisiae NALP1/ASC/caspase-1 growth, X-gal OD620, 72 h; AID 2071; hit rate 0.61% among 280,000; in the data active = inhibition mostly above about 24%, no sharp cut-off; inactive = mostly below about 32%; note: some compounds called inactive have numbers as strong as hits
SUMO HTRF inh: inhibitors of human SUMOylation (UBC9); P63279; HTRF SUMOylation assay, SAE1/SAE2 + UBC9, in vitro; inhibition, % at 35 µM; hit rate 0.36% among 290,000; AID 2006; in the data active = inhibition above about 50%, passing the limit was not always enough; note: strong numbers were not always called active
Target sequence (P63279 whole entry, looked up): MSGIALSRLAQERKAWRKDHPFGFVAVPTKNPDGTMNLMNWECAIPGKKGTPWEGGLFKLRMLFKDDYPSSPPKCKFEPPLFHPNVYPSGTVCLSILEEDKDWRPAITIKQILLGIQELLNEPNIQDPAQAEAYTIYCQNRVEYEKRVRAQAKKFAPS
MEKK2mut PB1 HTS: signal of MEK5 binding to mutant human MEKK2 PB1 domain; bead flow cytometry, Alexa488-MEK5 binding to MEKK2 mutant; hit rate 0.35% among 290,000; percent response, % at 10 µM; AID 1530; in the data active = percent response above about 24%, passing the limit was not always enough; note: inactives centre near 1; some results filed as inactive read as strong as hits
HCV NS3 hel inh: blocks Hepatitis C virus NS3 helicase unwinding; NS3 helicase DNA unwinding, Cy5 molecular beacon fluorescence; hit rate 0.56% among 290,000; AID 1800; inhibition, % at 10.9 µM;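 active = inhibition above the mean of all tested compounds plus 3 SD, set per campaign, cut at about 35% in these data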;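 note: 0% = DMSO wells and 100% = thioflavine S control wells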
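Assay system – hepatitis C virus NS3 helicase domain fragment enzyme · Buffer or medium – MOPS pH 6.5, MgCl2, DTT, Tween20, BSA · Reagent – Cy5/quencher beacon DNA duplex and ATP to start · Compound – single 10.9 µM dose · Timing – 1 h at 25 °C · Technique – Cy5 beacon fluorescence read at start and 1 h · Measure – % inhibition of unwinding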
IMP-1 inh: inhibitors of Pseudomonas aeruginosa IMP-1 metallo-beta-lactamase; inhibition, % at 5.6 µM; hit rate 0.45% among 290,000; purified IMP-1, nitrocefin hydrolysis, epi-absorbance fluorescence; AID 1556;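 active = inhibition above the mean plus 3 SD of all compounds in the same screening run, cut at about 4.5% in these data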;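 note: 0% = IMP-1 with DMSO and 100% = DMSO wells lacking enzyme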
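System: Purified recombinant IMP-1 metallo-beta-lactamase enzyme | Measured by: Fluorescence quenching readout, ex 480/em 530 nm | Replication: Singlicate | Incubation: 15 min preincubation plus 25 min reaction at 25 °C | Evaluation: Percent inhibition from optical density relative to buffer-blank wells | Benchmarks: DMSO with and without IMP-1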
FID counter: fluorescent intercalator displacement, NS3 helicase counter-screen | DNA fluorescent intercalator displacement, fluorescence | inhibition, % at 7.9 µM | hit rate 0.17% among 290,000; in the data active = inhibition above about 37%;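 note: 0% = vehicle and 100% = reference compound; higher means more ethidium bromide displaced from hairpin DNA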
* = called active by the depositor; nt = not tested or not shown. Compounds were not picked by outcome, and some 4.7% of all compounds hit somewhere here.

SMILES | VIM-2 inhibitor | M18AAP inhibitor | MEKK2 WT-MEK5 | NALP1 inh | SUMO HTRF inh | MEKK2mut PB1 HTS | HCV NS3 hel inh | IMP-1 inh | FID counter
CC(C)Cc1nn2c(=O)cc(O)nc2s1 | -2.0 | -2 | 107 | 5 | -12 | -1 | 9 | -2.1 | -42
CCn1c(SCC(=O)Nc2nc(C)cs2)nnc1-c1ccncc1 | -1.6 | 1 | 99 | -4 | 10 | 0 | 1 | -0.3 | -10
CCOC(=O)C1CCCCN1C(=O)CCc1c(C)nc2cc(-c3ccccc3)nn2c1C (centres undefined) | -6.0 | 3 | nt | -3 | 26 | nt | -4 | -4.7 | -23
CCCC(=O)NC1CCCc2c1cnn2-c1ccc(C)c(C)c1 (centres undefined) | -2.1 | 2 | 105 | -27 | 3 | 3 | -7 | -3.6 | -29
COc1ccc(-c2cc3cc(OC)c(OC)cc3c(C)n2)cc1C | -3.5 | -1 | 92 | nt | 31 | -19 | 11 | -3.9 | -1
CCN(CC)S(=O)(=O)c1ccc(Cl)c(NC(=O)COC(=O)c2cccn2C)c1 | -1.6 | 4 | 99 | -2 | 15 | 0 | 6 | -2.4 | -5
Cc1cc(C)nc(OC(C(=O)O)C(OCC(C)C)(c2ccccc2)c2ccccc2)n1 (centres undefined) | -0.8 | 0 | 104 | nt | 18 | 2 | 33 | -2.6 | -40
Cc1cc(OCCOCCN2CCCC2)ccc1C(C)C | -1.8 | 10 | 103 | 4 | 6 | -1 | -7 | -2.8 | 17
Cc1cc(C)nc(SCc2cccc(C(=O)O)c2)n1 | -0.3 | -2 | 105 | -9 | 16 | 4 | 2 | 0.4 | -1
O=C(N/N=C/C=C/c1ccccc1)c1ccncc1 | -6.6 | 2 | 101 | 6 | 9 | 0 | -4 | -2.5 | -7
Cn1c(SCC(=O)NCCN2C(=O)CSC2=O)nc2ccccc2c1=O | 0.8 | 12 | 97 | 38 | -3 | -2 | 3 | -3.8 | -6
Cc1ccc(CN(Cc2cc3cc4c(cc3[nH]c2=O)OCCO4)Cc2nnnn2Cc2ccco2)cc1 | 0.7 | 30* | 106 | 9 | 32 | 5 | 2 | 3.7 | -3
CCCC(=O)N1CCN(c2nnc(-c3ccc(C)cc3)c3ccccc23)CC1 | -0.3 | -7 | 102 | 12 | 10 | 0 | -14 | 0.8 | -39
CCOC(=O)C1CCN(c2ccc(Cl)nn2)CC1 | -2.4 | -4 | -3.0* | 12 | 15 | 4 | -9 | -3.1 | -2
CCc1ccc(C(=O)COC(=O)CNC(=O)c2ccc(Br)o2)cc1 | -0.9 | -13 | 107 | 14 | 5 | 6 | 3 | -1.9 | -28
COc1ccc(N2C(=O)CC(N(C)CCc3ccc(OC)c(OC)c3)C2=O)cc1 (centres undefined) | -1.1 | -1 | 92 | 41* | 10 | -10 | 0 | -3.2 | -8
O=C(C(Cc1ccccc1)N1C(=O)C2C3C=CC(C3)C2C1=O)N1CCCCC1 (centres undefined) | -1.7 | -7 | 99 | 8 | -11 | 2 | -8 | -2.5 | -15
CC(C(=O)NC1CCCCC1)N1CCN(C)CC1 (centres undefined) | 0.2 | 0 | 101 | nt | 22 | 1 | -8 | -0.6 | 4
O=C1CCC/C(=N/NC(=O)C2CCN(S(=O)(=O)c3cccs3)CC2)C1 | -0.9 | -1 | 98 | 27 | 16 | -2 | -7 | -1.2 | -7
COc1ccc(NC(=O)CCCCCn2nnc3ccccc3c2=O)cc1OC | -2.4 | -10 | 104 | 19 | 18 | 4 | -12 | -2.4 | -19
CCCOc1ncnc2c1sc1nc3c(cc12)COC(C)(C)C3 | -2.1 | -2 | 89 | 11 | 23 | -10 | 0 | -1.7 | 4
COc1cc(-c2cc(C(=O)Nc3cccc(C(C)=O)c3)c3ccccc3n2)cc(OC)c1OC | -4.8 | 5 | 96 | 27 | 6 | -2 | -26 | -2.4 | -39
Cc1cccc(NC(=O)NC(C)C(c2cccs2)N2CCOCC2)c1 (centres undefined) | 0.6 | -10 | 112 | 23 | 9 | 9 | -4 | -2.5 | -9
NS(=O)(=O)c1ccc(Nc2ccc3nonc3c2[N+](=O)[O-])cc1 | 2.2 | -3 | 110 | 12 | 3 | 2 | 2 | -2.9 | 5
Cc1cc(C)c2c(-n3cccc3)c(C(=O)NNS(=O)(=O)c3ccccc3)sc2n1 | 1.4 | 18 | 102 | 9 | 18 | 2 | 5 | -3.8 | -37
CSc1nnc(N2C(=O)C(O)=C(C(=O)c3ccco3)C2c2cccc(Cl)c2)s1 (centres undefined) | -2.4 | 9 | 100 | 16 | 8 | -6 | 23 | 2.6 | -11
CCc1ccc(N/C(SCc2cccc(F)c2)=C(/C#N)C(=O)NCc2ccco2)cc1 | -2.1 | -2 | 78 | 13 | -12 | -8 | 1 | 2.6 | -1
CCOC(=O)C1C(=O)CC(C)(O)C(C(=O)OCC)C1/C=C/c1ccccc1 (centres undefined) | 0.5 | -2 | 91 | -15 | 19 | -4 | 1 | 1.3 | -22
CC(=O)c1ccc(NC(=O)C(C)Sc2nnc(C3CCCCC3)o2)cc1 (centres undefined) | -6.0 | 3 | 105 | 3 | 2 | 7 | 5 | -2.6 | -28
O=C(Nc1nc2c(F)cccc2s1)c1ccc([N+](=O)[O-])o1 | -1.2 | -2 | 97 | -1 | 13 | -2 | -5 | 0.2 | -3
COc1ccc(C2CC(=O)c3cc(OC)c(OC)cc32)cc1OC (centres undefined) | -2.1 | -6 | 108 | nt | -18 | 7 | -17 | -2.9 | -16
CCc1ccc(CN(C)C(=O)C2CCC(=O)N(CCc3ccc(OC)cc3)C2)nc1 (centres undefined) | -0.5 | -6 | 99 | 4 | -1 | -1 | 7 | -1.0 | -34
O=C(O)CSCc1cnn(-c2ccccc2)c1-n1cccc1 | -2.0 | -6 | 108 | -78 | 0 | 2 | 25 | -1.8 | -16
Nc1ccc(S(=O)(=O)N2CCCC2)cc1 | -3.1 | 0 | 99 | 4 | 6 | 2 | -3 | -2.1 | -1
O=C(c1ccc2c(c1)[nH]c(=S)n1c3ccccc3nc21)N1CCN(c2ncccn2)CC1 | -1.3 | 9 | 101 | -11 | 61* | 2 | 0 | -0.4 | 2
CCCc1cc(=O)oc2cc(C)cc(OCC(=O)NC3CC3)c12 | -1.4 | -3 | 100 | 5 | 27 | -1 | 15 | -3.2 | -30
O=[N+]([O-])c1ccc2nc(-c3ccc(OC(F)F)cc3)cn2c1 | -2.9 | -9 | 87 | 13 | 14 | -2 | 3 | -2.2 | 2
CCN(CCCNC(=O)C1CCC(=O)N1C1CCCC1)c1cccc(C)c1 (centres undefined) | -2.5 | 54* | 93 | 14 | -12 | -3 | -5 | -1.0 | -17
Cc1cc(=O)oc2c(C)c(OCC(=O)NC3CC(C)(C)NC(C)(C)C3)ccc12 | 5.5 | 0 | 102 | 24 | nt | -1 | -2 | -2.1 | 3
COCCCNC(=S)Nc1ccc(N2CCCCC2)cc1 | 1.8 | 3 | 97 | -4 | 2 | -5 | -4 | -1.5 | -9
CCN(C(=O)CSc1nncs1)c1c(N)n(Cc2ccccc2)c(=O)[nH]c1=O | -1.7 | 4 | 94 | 9 | -3 | -5 | 8 | -1.1 | 0
CNC(=O)CSc1nc2cccnc2n1C1CCCCC1 | 0.1 | 4 | 107 | -3 | -10 | 7 | -1 | -4.8 | -13
COc1ccc(-c2noc(=O)[nH]2)cc1 | -2.2 | -1 | 100 | 32 | 0 | -1 | -1 | -4.0 | 4
Cc1n[nH]c(=S)n1/N=C/c1ccc(OCc2ccc(Cl)cc2)cc1 | -2.6 | -1 | 93 | 10 | -33 | -6 | 0 | -4.8 | -5
COc1ccccc1Nc1ncccc1C(=O)O | -1.4 | -3 | 103 | nt | nt | 5 | 1 | -0.4 | 0
CCc1cccc(N(C(=O)c2csnn2)C(C(=O)NC2CCCC2)c2cccnc2)c1 (centres undefined) | 0.7 | -4 | 102 | 9 | 9 | 1 | -4 | -1.7 | -31
Cc1cc(C)cc(C(=O)N(CCc2ccccc2)C2=CC3CCC(C2)N3C)c1 (centres undefined) | -1.5 | -4 | 113 | 12 | 7 | 8 | -17 | -0.7 | 16
COc1ccc2c(CC(=O)OCC(=O)Nc3ccccc3[N+](=O)[O-])coc2c1 | -6.6 | -4 | 106 | 38 | -3 | -2 | -4 | -2.4 | -3
Cc1nn(C)c(NC(=O)c2ccc([N+](=O)[O-])cc2)c1Cl | -2.1 | 1 | 98 | 4 | 21 | 1 | -5 | -2.9 | -1
O=C(O)c1cccc(N(CCO)CCO)c1 | -2.8 | 1 | 96 | nt | 20 | -7 | -17 | -2.5 | 3
(next part)
SMILES | VIM-2 inhibitor | M18AAP inhibitor | MEKK2 WT-MEK5 | NALP1 inh | SUMO HTRF inh | MEKK2mut PB1 HTS | HCV NS3 hel inh | IMP-1 inh | FID counter
CC(=O)N/C(=C\c1ccccc1)C(=O)OCc1cc(C)ccc1C | -2.2 | 3 | 100 | 27 | -7 | -2 | 7 | -0.5 | -27
O=C(Cn1c(=O)c2c(ncn2Cc2ccccc2)n(Cc2ccccc2)c1=O)N1CCc2ccccc21 | 1.3 | -7 | 100 | 14 | 19 | 4 | -16 | -0.2 | -22
COc1ccc(NC(=O)c2cccc(N3C(=O)C4C5CCC(C5)C4C3=O)c2)cc1 (centres undefined) | -0.9 | -3 | 110 | -13 | 2 | 7 | 9 | -1.1 | -25
CCc1ccc(S(=O)(=O)Nc2cc3c(cc2N2CCOCC2)n(C)c(=O)c(=O)n3C)cc1 | -1.4 | 14 | 101 | 18 | 4 | -2 | -24 | -0.9 | -17
CCCCn1c(-c2nn(C)cc2Cl)n[nH]c1=S | 39* | 1 | 103 | 6 | 12 | 4 | -1 | -2.0 | -12
COc1ccc(NC(=O)Nc2ccon2)cc1OC | -3.1 | 3 | 102 | 16 | 29 | -1 | 9 | -4.1 | 0
CCOc1ccc(CNC(=O)C2CCCN(S(C)(=O)=O)C2)cc1OC (centres undefined) | -0.3 | -3 | 97 | 38 | 8 | 0 | 1 | -1.3 | 4
CC(C(=O)NC1CCCC1)N(c1ccc(Oc2ccccc2)cc1)S(C)(=O)=O (centres undefined) | 0.8 | -4 | 72 | 5 | 14 | -13 | -7 | -0.5 | -27

Record cards, from the list above. Screens in order: VIM-2 inhibitor | M18AAP inhibitor | MEKK2 WT-MEK5 | NALP1 inh | SUMO HTRF inh | MEKK2mut PB1 HTS | HCV NS3 hel inh | IMP-1 inh | FID counter
`CCc1ccc(S(=O)(=O)Nc2cc3c(cc2N2CCOCC2)n(C)c(=O)c(=O)n3C)cc1` reads -1.4 | 14 | 101 | 18 | 4 | -2 | -24 | -0.9 | -17
`CCCCn1c(-c2nn(C)cc2Cl)n[nH]c1=S` reads 39* | 1 | 103 | 6 | 12 | 4 | -1 | -2.0 | -12
`COc1ccc(NC(=O)c2cccc(N3C(=O)C4C5CCC(C5)C4C3=O)c2)cc1` (centres undefined) reads -0.9 | -3 | 110 | -13 | 2 | 7 | 9 | -1.1 | -25
